High-throughput results: PubChem BioAssay, several laboratories
CR mimetic SO: caloric restriction mimetics inhibiting age-related superoxide in yeast; 0.18% of 330,000 active; S. cerevisiae aged cells, superoxide DHE fluorescence; stronger effect = lower value; superoxide response (% of plate mean), % at 10 µM;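 active = superoxide response under a set limit, about three screen SD below normal, cut at about 65% in these data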;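 also: yeast aged for seven days with compound at 30 °C before DHE staining; 100% = average MFI of all compound-treated wells on the plate with controls excluded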
MCL1 BIM primary: disrupts human MCL1 binding to BIM-BH3 peptide; inhibition, % at 10.9 µM; Q07820; 0.68% of 320,000 active; GST-MCL1 / FITC-Bim-BH3 fluorescence polarization; AID 2057;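 active = inhibition above the mean inhibition of all tested compounds plus 3 SD, set per campaign, cut at about 40% in these data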;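 also: 0% = DMSO wells and 100% = unlabeled Bim-BH3 peptide control; higher means more loss of mP so more displacement of Bim peptide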
VLA-4 inh: inhibition in a human VLA-4 binding assay; P13612; VLA-4 expressing cells, ligand binding flow cytometry; inhibition, % (about 7 µM as worked out from the volumes in the protocol); 0.2% of 330,000 active; AID 2557; in the data active = inhibition above about 50%
Target sequence (P13612 whole entry, looked up): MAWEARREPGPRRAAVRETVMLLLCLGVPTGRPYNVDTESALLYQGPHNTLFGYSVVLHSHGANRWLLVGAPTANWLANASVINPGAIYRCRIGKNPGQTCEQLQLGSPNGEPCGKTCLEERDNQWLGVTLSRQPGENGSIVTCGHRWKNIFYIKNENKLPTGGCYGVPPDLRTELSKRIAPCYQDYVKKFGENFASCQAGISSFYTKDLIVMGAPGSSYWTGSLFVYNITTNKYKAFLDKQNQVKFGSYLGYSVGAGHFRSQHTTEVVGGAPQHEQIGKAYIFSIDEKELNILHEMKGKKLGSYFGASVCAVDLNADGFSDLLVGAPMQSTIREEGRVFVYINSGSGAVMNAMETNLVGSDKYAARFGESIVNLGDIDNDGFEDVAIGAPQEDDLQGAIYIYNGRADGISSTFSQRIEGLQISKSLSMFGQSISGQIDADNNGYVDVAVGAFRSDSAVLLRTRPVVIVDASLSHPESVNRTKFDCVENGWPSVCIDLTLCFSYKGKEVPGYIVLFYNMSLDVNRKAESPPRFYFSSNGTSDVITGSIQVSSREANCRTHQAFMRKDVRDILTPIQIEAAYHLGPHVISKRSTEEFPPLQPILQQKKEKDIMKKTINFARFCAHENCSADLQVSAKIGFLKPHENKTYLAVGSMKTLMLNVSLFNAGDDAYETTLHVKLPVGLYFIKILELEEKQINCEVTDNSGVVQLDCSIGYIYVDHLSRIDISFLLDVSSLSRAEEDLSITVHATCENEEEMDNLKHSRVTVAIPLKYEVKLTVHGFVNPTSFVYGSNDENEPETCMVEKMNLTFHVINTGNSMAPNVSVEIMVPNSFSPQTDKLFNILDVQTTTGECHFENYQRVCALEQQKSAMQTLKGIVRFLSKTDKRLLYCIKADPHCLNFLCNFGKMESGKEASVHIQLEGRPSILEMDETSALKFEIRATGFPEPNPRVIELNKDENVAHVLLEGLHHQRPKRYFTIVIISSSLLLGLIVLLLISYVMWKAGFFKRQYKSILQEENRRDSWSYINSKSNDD
GRK2 inh: human GRK2 inhibition via aptamer displacement. bead flow cytometry, FAM-aptamer displacement from GRK2. inhibition of aptamer binding, % at 10 µM. 0.59% of 330,000 active. AID 488847;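 active = inhibition of aptamer binding above 40%, roughly 3 SD of noise, on plates passing a quality check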;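 also: median bead fluorescence of bound FAM aptamer so fluorescent compounds give negative values; no value below 0 was filed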
GLD-1 TGE inh: GLD-1-TGE RNA interaction inhibition (C. elegans) | Q17339 | purified GLD-1 + fluorescein TGE RNA, fluorescence polarization | inhibition, % at 5.96 µM | 0.44% of 320,000 active | AID 2280;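 active = percent inhibition above a per-plate cutoff, the plate mean of test compounds plus 3 SD, cut at about 30% in these data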;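 also: 0% = DMSO wells with GLD-1 and probe and 100% = wells lacking GLD-1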
CIT2-GFP yeast: yeast TOR pathway CIT2-GFP modulation; S. cerevisiae CIT2-GFP strain, flow cytometry, 3 h; 100 means same as DMSO wells; GFP response vs DMSO, % at 10 µM; 0.065% of 320,000 active; AID 2029;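 active = GFP response relative to DMSO above a set limit, near the screen mean plus 3 SD, cut at about 150% in these data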;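 also: ratio of well median GFP fluorescence to mean of DMSO wells on the plate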
AGP1-GFP MLPCN: yeast TOR pathway AGP1-GFP modulation; S. cerevisiae AGP1-GFP multiplex flow cytometry, 3 h; GFP as percent of DMSO wells; GFP response vs DMSO, % at 10 µM; 0.02% of 320,000 active;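 active = GFP response relative to DMSO above a set limit, near screen average plus 3 SD, cut at about 150% in these data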;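 also: median GFP channel fluorescence of the gated AGP1 strain per well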
MEX-5 binding: C. elegans MEX-5 TCR-2 RNA binding activity; Q9XUB2; MEX-5/FITC-TCR2 RNA binding, fluorescence polarization; stronger effect = lower value; activity score (negative = inhibition of binding), % at 10 µM; 0.38% of 300,000 active;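 active = inhibition past about -25% in most replicates, and total fluorescence under double the plate's negative control median, limit read from the data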;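 also: 0% = DMSO and -100% = 5 µM competing unlabeled TCR2 RNA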
Bcl-xL primary: Bcl-xL (human) inhibition | 0.7% of 320,000 active | AID 2129 | GST-Bcl-xL / FITC-Bim BH3 peptide fluorescence polarization | inhibition, % at 10.9 µM | Q07817;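 active = inhibition above the mean of all tested compounds plus 3 SD, cutoff set per campaign, cut at about 30% in these data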;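 also: 0% = DMSO wells and 100% = unlabeled Bim-BH3 peptide competitor; inhibitors lower millipolarization by displacing the labeled peptide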
Starred values were filed as active, the others as inactive; / = no result given.

SMILES | CR mimetic SO | MCL1 BIM primary | VLA-4 inh | GRK2 inh | GLD-1 TGE inh | CIT2-GFP yeast | AGP1-GFP MLPCN | MEX-5 binding | Bcl-xL primary
CCN(C(=O)c1cn(C)c(=O)c2cc(OC)c(OC)cc12)c1cc(OC)ccc1OC | 102 | -2 | -7 | 1 | 2 | 101 | 101 | 0.7 | 2
COc1ccc(C(=O)Nc2ccc(C(=O)NCCc3ccccc3)cc2)cc1 | 66 | 0 | -9 | 0 | -1 | 104 | 94 | -3.1 | 2
COc1ccc(CC(=O)Nc2ccc(S(=O)(=O)N3CCOCC3)cc2)cc1 | 93 | -2 | 1 | 7 | -4 | 109 | 109 | / | -1
O=[N+]([O-])c1ccc(N2CCN(C(=S)Nc3ccc(F)cc3)CC2)cc1 | 92 | 1 | 1 | 1 | 4 | 96 | 98 | 0.2 | 2
COc1cc(/C=C/C(=O)OCC(=O)NC(=O)NC2CCCCC2C)ccc1OC(F)F (centres undefined) | 101 | 1 | -21 | 0 | 3 | 98 | 101 | / | 3
Cc1ccsc1/C=N/Nc1ncc(Cl)cc1Cl | 93 | -2 | 4 | 0 | 9 | 79 | 77 | -0.9 | -1
CC(=O)C1=C(C)NC(C)=C(C(C)=O)C1c1cccs1 | 96 | 4 | 9 | 1 | 6 | 99 | 105 | 0.1 | 10
CC(=O)c1cccc(CN2CCC(CO)(CCOc3ccccc3)CC2)c1 | 118 | 7 | -7 | 0 | -5 | 104 | 87 | -3.7 | 0
COc1cc(/C=C/C(=O)OCC(=O)NCCN2C(=O)CSC2=O)ccc1OC(F)F | 91 | -3 | -7 | 1 | 9 | 102 | 109 | 0.6 | 1
O=C(CCCSc1nc2ccccc2[nH]1)NCc1ccccc1Cl | 92 | -11 | 35 | 0 | 4 | 97 | 98 | -0.6 | -8
CC(=O)Nc1c2c(nn1-c1ccc(C)cc1C)CS(=O)C2 (centres undefined) | 88 | 0 | 18 | 0 | 2 | 96 | 96 | 1.0 | -6
O=C(OCC(=O)N1CCCC1)c1c[nH]c2ccccc12 | 108 | 4 | -3 | 4 | 1 | 98 | 98 | / | -2
O=C(NCCc1csc(-c2cccnc2)n1)c1ccc(Br)o1 | 93 | 10 | 1 | 0 | 1 | 85 | 91 | -3.5 | 7
Cc1ccc(-c2ccc(C(=O)O)[nH]2)cc1 | 102 | -1 | -12 | 0 | 0 | 93 | 77 | -2.6 | 1
Cc1cccc(SC2CCN(Cc3nc(CC4CC4)no3)CC2)c1 | 93 | 12 | 2 | 3 | 3 | 101 | 96 | 0.0 | 10
CN1CCN(S(=O)(=O)c2ccc(NC(=O)Nc3cccc(Cl)c3)cc2)CC1 | 116 | 1 | 12 | 0 | 0 | 86 | 86 | 4.1 | 3
CCCCOc1ccc(C(=O)NNC(=O)C2C3CCC(C3)C2C(=O)O)cc1 (centres undefined) | 92 | 2 | -3 | 0 | 2 | 109 | 101 | 2.0 | 2
CCOc1ccccc1NC(=O)c1ccccc1-c1ccccc1 | 98 | 1 | -3 | 1 | -2 | 97 | 100 | 1.3 | 2
Cc1nn(CC(=O)Nc2cc(S(=O)(=O)N3CCOCC3)ccc2Cl)c(C)c1[N+](=O)[O-] | 90 | -6 | -7 | 2 | 4 | 81 | 91 | / | -3
Cn1nnnc1SCCNCc1ccccc1OCc1ccc(F)cc1 | 90 | 1 | -3 | 0 | -3 | 89 | 93 | / | -8
COc1ccc(CCNC(=O)C(C(=O)c2ccccc2)n2ccccc2=O)cc1OC (centres undefined) | 83 | 7 | 27 | 3 | -1 | 104 | 102 | -0.1 | 2
CCC1CCCCN1C(=S)NC1CCCCC1 (centres undefined) | 95 | 4 | 5 | 4 | 3 | 101 | 98 | 0.8 | 1
COC(=O)[C@@H](NC(=O)NCc1ccco1)C(C)C | 98 | -6 | 1 | 1 | -5 | 106 | 100 | -1.8 | 0
COCCN(CCOC)c1ncnc2c1cnn2-c1ccc(Cl)cc1 | 84 | 5 | -1 | 0 | 8 | 98 | 100 | -0.3 | 3
O=[N+]([O-])c1cc2c(c(CSc3nnc4ccccn34)c1)OCOC2 | 87 | -3 | 15 | 4 | -9 | 94 | 90 | -4.5 | 3
COc1cc(CCC(=O)NCc2ccc3c(c2)OCO3)cc(OC)c1OC | 100 | 1 | -7 | 1 | 6 | 101 | 102 | -0.9 | 3
O=C(c1ccncc1)c1ccc(N2CCN(C3CC(=O)N(Cc4cccs4)C3=O)CC2)cc1 (centres undefined) | 87 | 2 | -5 | 1 | -2 | 100 | 102 | 1.1 | 5
Cc1cc(C)cc(NC(=O)CSc2nc(CSc3ccc(Cl)cc3)cc(=O)[nH]2)c1 | 100 | 1 | -10 | 2 | 0 | 98 | 102 | -1.8 | 2
Cc1ccccc1N=C1N=C(N)c2ccccc21 | 113 | -1 | 12 | 2 | 1 | 110 | 113 | 0.5 | -2
CCSc1nccc(-c2nn(-c3ccc(C)cc3)ccc2=O)n1 | 117 | 10 | 3 | 1 | -3 | / | 96 | -0.4 | 11
Cc1ccc(S(=O)(=O)N2[C@@H](c3ccc(Br)cc3)C(C(=O)O)=CC[C@H]2c2ccc(C(C)C)cc2)cc1 | 103 | / | -3 | 0 | 6 | 92 | 90 | / | /
CC(C(=O)Nc1cccc(S(=O)(=O)N2CCOCC2)c1)N1CCN(C)CC1 (centres undefined) | 97 | -1 | 8 | 1 | 4 | 101 | 106 | 1.9 | 0
N=c1sccn1CC(=O)Nc1cc(Cl)ccc1[N+](=O)[O-] | 112 | -2 | -4 | 0 | 0 | 106 | 106 | -0.2 | 2
CCCn1nnc(NC(=O)C(c2ccccc2)c2ccccc2)n1 | 114 | 3 | 1 | 5 | -2 | 104 | 107 | -0.6 | 2
O=S(=O)(NCCC1CC1(Cl)Cl)c1ccccc1 (centres undefined) | 118 | -3 | -16 | 0 | 6 | 96 | 113 | -0.3 | 0
OC(COc1ccccc1)CN1CCN(CC(O)COc2ccccc2)CC1 (centres undefined) | 89 | 0 | -12 | 0 | -1 | 98 | 104 | -0.1 | 5
CCOc1ccc(N(CCCCO)C(=S)NC(=O)c2ccc(C)c(Br)c2)cc1 | 92 | 12 | -4 | 0 | 0 | 94 | 99 | -2.1 | 3
CC(C)(C)OC(=O)N1CCC(Cc2cc(-c3cccnc3)no2)(C(=O)O)CC1 | / | 10 | / | / | -11 | / | / | 0.5 | 4
CC(=O)Nc1ccc(NC(=O)C2CCCN(S(=O)(=O)c3ccc(Cl)cc3)C2)cc1 (centres undefined) | 89 | 5 | 16 | 0 | 5 | 95 | 94 | 0.5 | 7
CC(NC(=O)CSc1ncccn1)c1ccccc1 (centres undefined) | 106 | 2 | 0 | 1 | -2 | 104 | 104 | 0.3 | 1
CCC(=O)N1CC2(CC(c3cccc(NC(=O)CC(c4ccccc4)c4ccccc4)c3)=NO2)C[C@H]1C(N)=O (some centres undefined) | 95 | -2 | 6 | 0 | -11 | 92 | 86 | 1.9 | 5
Cc1ccc(S(=O)(=O)NNC(=O)c2cc(C)cs2)cc1 | 101 | -7 | 8 | 0 | -4 | 94 | 84 | 0.3 | 1
CCC(C)n1c(NC(=O)c2ccccc2)c(C#N)c2nc3ccccc3nc21 (centres undefined) | 118 | -50 | -193 | 3 | -60 | 91 | 96 | -9.3 | -25
O=C(CCCN1C(=O)/C(=C\c2ccco2)SC1=S)Nc1ccc2ccccc2c1 | 101 | 0 | -15 | 3 | -6 | 97 | 91 | 0.3 | 2
O=C(/C=C/c1ccccc1[N+](=O)[O-])NCCCn1ccnc1 | 139 | -11 | 62* | 0 | -3 | 100 | 100 | -2.5 | -4
Cc1ccccc1/C=C1\OC(=O)c2ccccc21 | 104 | -9 | 6 | 13 | 4 | 94 | 89 | -2.2 | -3
O=S(=O)(NCC1CCCO1)c1ccc2ccccc2c1 (centres undefined) | 125 | 1 | 1 | 0 | -1 | 101 | 101 | -1.7 | 4
C=CCn1c(=S)[nH]c2ccccc2c1=O | 115 | 2 | -1 | 0 | 0 | 91 | 106 | / | 5
CC(C)C(=O)NC(c1ccc(Cl)cc1Cl)c1ccc2cccnc2c1O (centres undefined) | 84 | 17 | 0 | 3 | -2 | 109 | 98 | -1.3 | 3
COc1ccccc1C(=O)N1C(CC(=O)Nc2cc(Cl)ccc2C)C(=O)NC2CCCCC21 (centres undefined) | 111 | 2 | 4 | 0 | -8 | 93 | 99 | -1.4 | 1
CCC(C(=O)NCc1ccc(F)cc1)N(Cc1ccco1)C(=O)c1snc(C(N)=O)c1N (centres undefined) | 91 | -1 | 5 | 0 | -6 | 105 | 103 | 1.6 | 0
CC(C)OC(=O)CSc1nc2cc3c(cc2cc1C#N)OCO3 | 88 | 7 | -15 | 3 | 1 | 107 | 101 | -1.2 | 5
COCCn1c(SCC(=O)Nc2cc(C)on2)nc2c(c1=O)SC(C)C2 (centres undefined) | 91 | 4 | -6 | 0 | 3 | 79 | 103 | 3.5 | 6
Cc1ccc(C(=O)N2c3ccc(F)cc3CCC2C)o1 (centres undefined) | 92 | 4 | -3 | 0 | -2 | 102 | 100 | -2.4 | 3
Cc1cc(NCc2ccncc2)ccc1Br | 84 | 7 | 18 | 0 | 0 | 95 | 91 | -0.7 | 5
O=C(CCC(=O)NC1CCCCCCC1)Nc1nnc(C(F)(F)F)s1 | 109 | 3 | -9 | 1 | 1 | 107 | 101 | / | 4
COc1cc(C(=O)O[C@H]2C/C(C)=C/CC[C@@]3(C)O[C@@H]3[C@H](O)[C@@H]2C(C)C)cc(OC)c1OC | 99 | 1 | 9 | 1 | 0 | 97 | 96 | 1.0 | 5
Cc1c(CCC(=O)O)c(=O)oc2cc(OCc3cccc(Cl)c3)ccc12 | 104 | 4 | 9 | 2 | -4 | 97 | 87 | -2.5 | 7
O=C(CSc1nnc(CNC(=O)c2cccs2)o1)Nc1ccc(F)cc1F | 112 | 3 | -8 | 4 | -3 | 104 | 99 | / | 1
O=C(NCc1cccnc1)c1cc2nc(-c3ccc4c(c3)OCO4)cc(C(F)(F)F)n2n1 | 107 | 3 | 5 | 1 | 1 | 92 | 102 | -4.6 | 5
COc1cc(/C=N\NC(=O)c2ccc(-c3ccccc3)cc2)ccc1OCC(N)=O | 115 | / | 5 | 4 | / | 82 | 94 | -1.4 | /
CNC(C)C#Cc1ccc2oc3cccc(OC)c3c(=O)c2c1 (centres undefined) | 97 | 2 | 3 | 0 | 5 | 102 | 105 | -0.2 | 6
CN1C(=O)CC(N2CCN(CC(=O)N3CCCC3)CC2)C1=O (centres undefined) | 103 | 9 | 17 | 0 | 4 | 88 | 86 | -0.5 | 9

Some of the entries above in another layout.
> COc1ccc(CC(=O)Nc2ccc(S(=O)(=O)N3CCOCC3)cc2)cc1
  CR mimetic SO = 93	MCL1 BIM primary = -2	VLA-4 inh = 1	GRK2 inh = 7	GLD-1 TGE inh = -4	CIT2-GFP yeast = 109	AGP1-GFP MLPCN = 109	MEX-5 binding = /	Bcl-xL primary = -1

> O=[N+]([O-])c1ccc(N2CCN(C(=S)Nc3ccc(F)cc3)CC2)cc1
  CR mimetic SO = 92	MCL1 BIM primary = 1	VLA-4 inh = 1	GRK2 inh = 1	GLD-1 TGE inh = 4	CIT2-GFP yeast = 96	AGP1-GFP MLPCN = 98	MEX-5 binding = 0.2	Bcl-xL primary = 2

> COc1cc(/C=C/C(=O)OCC(=O)NC(=O)NC2CCCCC2C)ccc1OC(F)F (centres undefined)
  CR mimetic SO = 101	MCL1 BIM primary = 1	VLA-4 inh = -21	GRK2 inh = 0	GLD-1 TGE inh = 3	CIT2-GFP yeast = 98	AGP1-GFP MLPCN = 101	MEX-5 binding = /	Bcl-xL primary = 3
